Bioassay records from PubChem.
NPY-Y2 PAM-ag: human NPY-Y2 potentiation or agonism, primary screen. 0.45% of 220,000 active. activation, % at 3.6 µM. AID 1359. P49146. cells expressing NPY-Y2, potentiator/agonist read-out; in the data active means activation above about 27%;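 further: cells stimulated with NPY near EC25 plus isoproterenol at EC100; 0% = vehicle plus submaximal agonist and 100% = vehicle plus saturating agonist; some results beyond the cut were filed as inactive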
Target sequence (P49146 whole entry, looked up): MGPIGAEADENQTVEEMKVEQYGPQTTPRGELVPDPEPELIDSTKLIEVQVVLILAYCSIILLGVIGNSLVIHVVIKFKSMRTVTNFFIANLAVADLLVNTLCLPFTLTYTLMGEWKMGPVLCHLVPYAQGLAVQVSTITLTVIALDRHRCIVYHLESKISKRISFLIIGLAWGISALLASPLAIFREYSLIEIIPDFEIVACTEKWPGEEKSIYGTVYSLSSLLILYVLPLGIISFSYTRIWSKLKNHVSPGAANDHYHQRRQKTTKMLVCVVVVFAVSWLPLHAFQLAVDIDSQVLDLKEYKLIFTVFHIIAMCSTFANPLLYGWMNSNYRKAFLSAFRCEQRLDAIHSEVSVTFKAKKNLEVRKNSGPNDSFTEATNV
NPY1 pot ag: human NPY-Y1 potentiation or agonism, primary screen. activation, % at 3.6 µM. NPY-Y1 expressing cells, potentiator/agonist activation. 0.37% of 220,000 active. AID 1304; in the data active means activation above about 33%, passing the limit was not always enough;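 further: cells stimulated with NPY at EC10 then isoproterenol at EC100; 0% = low agonist plus stimulus and 100% = saturating agonist plus stimulus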
S1P4 antag: blocks the human S1P4 receptor; O95977; S1P4-expressing cells, antagonist mode, reporter read-out; inhibition, % at 4.98 µM; 0.26% of 220,000 active; in the data active means inhibition above about 29%;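 further: 0% = wells stimulated with agonist and 100% = vehicle wells without agonist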
Target sequence (O95977 whole entry, looked up): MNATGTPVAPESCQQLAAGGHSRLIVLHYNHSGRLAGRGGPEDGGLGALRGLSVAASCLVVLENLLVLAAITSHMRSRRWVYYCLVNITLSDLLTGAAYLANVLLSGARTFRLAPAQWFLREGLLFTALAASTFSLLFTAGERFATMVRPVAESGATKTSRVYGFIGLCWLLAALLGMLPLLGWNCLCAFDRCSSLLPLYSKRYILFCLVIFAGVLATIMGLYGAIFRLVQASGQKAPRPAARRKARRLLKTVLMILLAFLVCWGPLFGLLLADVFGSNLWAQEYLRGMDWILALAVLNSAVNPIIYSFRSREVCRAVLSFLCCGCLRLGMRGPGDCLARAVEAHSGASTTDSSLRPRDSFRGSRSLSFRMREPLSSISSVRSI
p47phox inh: blocks human p47phox regulatory protein of NADPH oxidases; P14598; p47phox/p22phox peptide binding, fluorescence polarization, 2 h; 0.53% of 220,000 active; AID 1274; inhibition, % at 24.7 µM;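 active means inhibition above about 30%, limit read from the data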;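 further: 0% = p47phox with labelled peptide and 100% = labelled peptide alone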
CHOP inhibitor: CHOP inhibition in unfolded protein response; 3.8% of 220,000 active; inhibition, % at 10 µM; CHO-K1 CHOP-promoter luciferase, tunicamycin-induced, 15-18 h;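 active means compounds that reduced the stress-induced luciferase reporter signal by more than about 70% of percent inhibition, limit read from the data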;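 further: 0% = tunicamycin plus vehicle and 100% = wells without tunicamycin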
S1P4 ag: agonists of human S1P4 receptor; O95977; S1P4-expressing cell line, agonist reporter assay; activation, % at 4.98 µM; 0.35% of 220,000 active; in the data active means activation above about 11%;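 further: 0% = DMSO vehicle and 100% = reference agonist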
Ba/F3 V617F tox: loss of viability in JAK2V617F-driven Ba/F3 cells | 1.1% of 220,000 active | AID 1446 | Ba/F3 EpoR-JAK2V617F viability, ATP luminescence | inhibition, % at 5.6 µM;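 active means inhibition above the campaign mean plus 3 SD over all tested compounds, cut at about 24% in these data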;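 further: cytokine-independent growth of Ba/F3 cells driven by EpoR plus mutant JAK2; 0% = DMSO-treated cells and 100% = JAK inhibitor I control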
BaF3 tox: counter-screen for JAK2V617F inhibitors: parental Ba/F3 viability inhibitors; AID 1486; CellTiter-Glo ATP luminescence; inhibition, % at 5.6 µM; 1.1% of 220,000 active;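 active means inhibition above a per-campaign cutoff, the mean inhibition of all tested compounds plus 3 SD, cut at about 27% in these data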;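 further: 0% = DMSO wells and 100% = JAK Inhibitor I control wells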
NPY-Y1 antag: blocks the human neuropeptide Y Y1 receptor. P25929. HEK293-CNG Y1 cells, membrane potential fluorescence; NPY at EC95, then isoproterenol. inhibition, % at 3.6 µM. 1% of 200,000 active;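 active means inhibition above the campaign mean inhibition of all tested compounds plus 3 SD, cut at about 20% in these data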;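 further: 0% = DMSO wells given NPY plus isoproterenol and 100% = isoproterenol alone without NPY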
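Material: HEK293 Y1/CNG channel cell line; also added: NPY (25 nM), isoproterenol (1 µM), Ro 20-1724 (25 µM); doses: one concentration, 3.6 µM, in 0.4% DMSO; schedule: compound incubation 1 h at room temperature, readout 45 min post-stimulation; technique: membrane potential fluorescence; measure: fluorescence ratio normalized to % inhibition between controls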
* marks the source's active call; other numbers are inactive results; / = not tested or not shown; & = joins results of further samples.

SMILES	NPY-Y2 PAM-ag	NPY1 pot ag	S1P4 antag	p47phox inh	CHOP inhibitor	S1P4 ag	Ba/F3 V617F tox	BaF3 tox	NPY-Y1 antag
CCSc1ccccc1C(=O)N1CCN(c2ccccc2F)CC1	-17.8	-1.0	9.2	-5.7	13.5	-0.1	-0.8	0.8	-2.5
Cc1nn(C)cc1CNC(=O)c1ccc(F)cc1	-6.9	2.5	-27.4	-9.2	-1.4	1.9	-4.0	4.4	-2.3
N#C/C(=C\c1ccc2c(c1)OCCO2)C(=O)NC1CCCCC1	-10.7	-34.7	-12.4	1.6	-9.4	0.8	0.4	5.5	-0.1
COc1ccc(C(=O)C2CCCN(Cc3cccn3-c3ccc(Cl)cn3)C2)c(OC)c1 (stereo not given)	6.5	-26.4	3.4	0.1	21.1	0.2	8.2	11.2	50.2*
CC(C)(C)NC(=O)Cc1ccc(Cl)c(Cl)c1	0.4	-3.3	-19.0	-2.0	15.2	0.9	-1.0	4.3	-4.3
CN(C)S(=O)(=O)N(CC(=O)Nc1cccc(F)c1)c1ccccc1	-3.5	9.2	20.3	-6.0	2.9	-2.0	-2.3	1.6	2.9
CCn1ncc(/C=C/C(=O)C2CC2)c1C	7.4	8.8	-13.9	-4.4	-1.2	0.7	0.0	5.0	-3.4
O=C(NN=C1CCCCCCCCCCC1)c1cccc(S(=O)(=O)N2CCOCC2)c1	-3.1	19.3	-0.2	-2.5	-4.5	1.1	-2.7	6.0	-0.4
O=C(CCNC(=O)Cn1cnc2ccccc2c1=O)NCCC1=CCCCC1	-0.7	20.6	-16.4	3.6	-10.2	0.2	-3.2	4.1	8.9
O=C1CCCC/C1=C\Nc1ccccc1C(=O)O	-1.8	16.9	-5.5	-11.1	6.2	3.0	-4.0	-0.9	-0.1
N/C(=N\OC(=O)c1cccc([N+](=O)[O-])c1)c1ccccn1	11.8	14.2	-5.4	-17.4	-9.4	0.8	1.4	7.6	0.2
Cc1ccc(-n2nnnc2SCC(=O)Nc2ccc3c(c2)OCCO3)cc1C	-21.0	-31.3	-39.3	-3.6	34.9	-2.4	-2.4	1.3	15.9
O=C(O)COc1ccc(/C=C/c2ccc3cccc([N+](=O)[O-])c3n2)cc1	5.3	-19.8	-7.0	-16.9	15.0	0.3	-1.8	5.0	-4.8
C=CCN(c1ccccc1C(=O)NCC(=O)OCC)S(=O)(=O)c1ccc(C)cc1	-8.6	-5.1	-3.7	-4.5	8.3	1.7	-2.0	-1.9	/
COc1ccccc1Nc1nc(NCc2ccco2)nc(N)c1[N+](=O)[O-]	-17.4	-8.1	7.8	-6.9	34.3	-0.1	-0.3	1.6	/
Cn1c(=O)c2c(nc(Oc3ccccc3)n2C)n(C)c1=O	-13.3&-12.6	-24.6&-4.6	-5.6&-14.5	-10.6&6.4	7.2&5.3	-0.2&-3.2	2.0&-0.2	-2.4&5.5	0.6
C/C(CCC(C)C)=N\Nc1ccc(S(N)(=O)=O)cc1[N+](=O)[O-]	1.2	-2.8	7.4	/	15.8	-0.5	1.0	5.1	2.9
COc1cccc(C(=O)NNc2nc(C)cc(C)n2)c1	5.8	3.0	-5.8	-0.3	20.1	2.0	-1.6	6.1	1.4
CC(C)COc1ccc(C(=O)N/C(=C\c2cccc([N+](=O)[O-])c2)C(=O)O)cc1	6.3	12.7	-9.5	-11.2	11.6	0.5	-3.7	-1.9	/
O=C(Nc1ccccc1Oc1ccccc1)c1cccc([N+](=O)[O-])c1	6.7	-2.7	-0.5	2.4	22.8	1.7	-1.5	5.0	0.5
C1CCN(Cc2nnnn2CC2CCCO2)CC1 (stereo not given)	-11.4	-6.1	-1.3	-5.2	-12.3	-0.4	-1.4	2.8	-0.5
CC1CCC2(CC1)NC(=S)N(c1ccccc1)N2 (stereo not given)	2.1	21.0	8.6	-4.0	-0.3	-4.7	-4.9	-0.8	-0.9
CC1(C)OC(=O)N(Cc2ccco2)C1(C)O (stereo not given)	2.4	-5.9	-0.3	-5.9	-7.8	0.8	-0.3	8.2	1.4
Cc1c(CCC(C)C)c(-n2ccnc2C)n2c(nc3ccccc32)c1C#N	-6.4	7.7	-18.5	-0.4	32.0	0.1	2.5	5.2	6.3
CCOC(=O)c1cc([N+](=O)[O-])c([N+](=O)[O-])cc1NC(C)=O	8.7	12.1	-20.6	-2.8	106.7*	1.8	-3.1	-4.1	-6.0
CNc1nc(CCN2C(=O)c3ccccc3C2=O)cs1	-23.8	-9.2	5.6	-8.8	15.3	-0.8	1.0	9.4	5.8
Cc1cccn2c(=O)c3cc(S(=O)(=O)c4ccccc4)c(=N)n(Cc4ccco4)c3nc12	-5.1	9.6	-19.9	-53.7	-4.0	2.5	-1.7	8.2	-1.8
COc1ccc(-n2nnnc2SCC(=O)N2CCCC2)cc1OC	7.5	26.5	11.5	-10.7	-16.6	-0.1	0.5	-1.5	4.5
O=C(C1CCC(C(=O)N2CCCC2)CC1)N1CCCC1 (stereo not given)	3.4	-1.9	-7.2	/	/	-2.1	-0.4	1.8	8.4
CCOc1ccccc1CN1CCN(S(=O)(=O)CC)CC1	9.0	5.0	-15.4	11.6	1.4	0.2	3.9	8.2	-2.9
CC(=O)Nc1ccc(-c2cn3ccsc3n2)cc1	7.1	14.7	0.4	-8.8	-6.0	0.3	-0.6	2.4	5.2
O=C(OCC(=O)N1CCN(C(=O)c2ccco2)CC1)c1ccccc1C(=O)c1ccc(Cl)cc1	4.1	35.2	7.0	1.6	9.9	0.3	0.1	0.5	-0.2
Cc1cc(Cl)ccc1OCC(=O)NCCOc1nc(N2CCOCC2)nc(N2CCOCC2)n1	5.7	-20.0	-2.1	0.8	1.3	-0.2	2.2	7.4	3.5
COc1ccc(NC(=O)CC2C(=O)N(c3ccc(OC)cc3)C(=O)N2Cc2ccc(OC)c(OC)c2)cc1 (stereo not given)	-16.8	4.5	1.7	-6.2	-1.9	-1.3	2.4	8.9	1.2
N#Cc1ccccc1Sc1ccccc1C(=O)OCC(=O)N1CCN(C(=O)c2ccco2)CC1	2.2	-11.2	-5.4	1.3	62.3	-0.3	-3.2	3.5	3.5
O=C(CN1CCNCC1)NCCSc1ccc(Cl)cc1	11.4	-11.3	-3.7	-2.8	12.5	1.0	-0.7	4.5	-1.0
CCOC(=O)c1cc(C#N)c(Oc2ccc(F)cc2)nc1-c1ccccc1	1.9	-44.2	-16.9	-7.1	39.4	-0.5	1.0	4.0	13.4
CCN(CC)c1nc(-c2ccccc2)cc(C(F)(F)F)c1C#N	2.6	-5.1	3.4	-8.6	35.9	-1.6	-2.6	2.4	1.5
CNC(C)c1cc(OC)ccc1OC (stereo not given)	4.5	-1.8	-4.6	-6.3	0.2	0.3	4.4	1.6	0.3
COC(=O)c1ccccc1NC(=O)c1nc2nc(C)cc(C)n2n1	6.4	-24.3	-20.9	-2.7	-3.5	-2.6	-2.3	0.7	-2.3
O=C1CC(c2ccccc2)C(=O)N1c1cccc(O)c1 (stereo not given)	16.5	-5.6	-21.9	-19.9	-9.3	0.7	-2.9	0.1	-5.2
CCOc1ccccc1CN(Cc1ccco1)S(=O)(=O)c1ccc(-n2cnnn2)c(OC)c1	-21.1	-11.2	3.4	16.4	/	0.5	7.0	8.2	38.0*
O=C(NCc1ccco1)c1cnn2c(C(F)(F)F)cc(-c3cccs3)nc12	0.9	-14.3	-7.5	-2.0	-22.9	0.4	6.0	11.6	16.0
Cc1onc(-c2ccccc2Cl)c1C(=O)OCC(=O)Nc1cccc(S(=O)(=O)N(C)C)c1	-0.8	-7.9	-3.1	-5.9	36.9	-0.7	2.5	3.1	-1.1
Cc1cc2c(NC(=O)Nc3ccccc3)cccc2nn1	4.0	3.6	21.9	-14.8	-5.5	-0.7	4.9	-4.5	/
Cc1ccc(OCC(=O)N/N=C/c2ccncc2)cc1	3.4	-7.5	7.1	1.0	10.0	2.8	-1.4	-0.8	1.0
Nc1nonc1N/N=C\c1ccccc1	3.0	4.6	6.2	-14.6	19.1	1.1	0.6	-5.2	/
COc1ccc(C2=NNC(c3cc(Cl)cc4c3OCOC4)C2)c(O)c1 (stereo not given)	-9.4	-8.1	-0.7	-94.9	2.5	-0.1	-1.6	4.5	9.1
C/C=C(\C)CN1CCN(c2cc(C)ccc2C)CC1	-14.8	-4.5	-3.6	2.9	18.9	1.5	-3.7	6.4	4.4
O=C(NCC(=O)N(CCc1ccccc1)C(C(=O)NC1CCCCC1)c1ccncc1)c1ccco1 (stereo not given)	1.4	-16.1	-3.9	1.8	18.3	0.4	2.2	3.1	7.6
O=C(CCCOc1ccccc1)Nc1cccc(C(=O)O)c1	4.8	2.3	3.4	-3.1	13.7	-1.7	-2.8	-1.4	-4.1
CCn1c(-c2cc(-c3cc(OC)ccc3OC)nc3ccccc23)n[nH]c1=S	-14.3	-30.7	17.3	-11.6	13.4	-1.4	5.1	9.8	-4.1
O=C(c1ccc(F)cc1)c1c[nH]c(C(=O)NCc2cccnc2)c1	2.0	0.3	-11.0	-12.7	46.8	0.1	0.1	3.1	1.0
CCOC(=O)N1CCN(CC(O)c2ccc3c(c2)CCN3)CC1 (stereo not given)	13.7	11.7	0.8	-10.4	4.8	-0.7	-3.2	-0.5	5.0
CCOc1cc(C(=O)NCCc2ccc(S(N)(=O)=O)cc2)cc(OCC)c1OCC	-7.1	6.4	14.0	-5.7	-16.9	0.7	-1.9	2.4	/
Cc1ccc2nc(-c3ccc(NC(=O)C4CCCO4)cc3)[nH]c2c1 (stereo not given)	-4.3	-4.5	27.7	-0.2	30.4	-3.0	-2.2	1.6	-1.7
CC1CN(C(=O)c2scc3c2OCCO3)CC(C)O1 (stereo not given)	-8.7	-4.7	0.8	1.5	-7.6	1.5	3.0	5.4	6.9
O=C(CN1C(=O)c2cccc3cccc1c23)NCC1CCCO1 (stereo not given)	0.2	16.9	-9.6	9.5	-10.2	-0.3	-1.5	1.4	-4.7
COc1ccc2[nH]c(-c3cccc(F)c3)cc(=O)c2c1	-1.0	-15.5	17.3	-8.4	-56.2	1.5	76.1*	73.8*	4.9
CC1CCCCN1C(=S)NCc1ccco1 (stereo not given)	15.2	7.7	-8.4	-0.8	14.9	1.5	-1.2	0.4	5.8

Random excerpt: 2 compounds from above
SMILES	NPY-Y2 PAM-ag	NPY1 pot ag	S1P4 antag	p47phox inh	CHOP inhibitor	S1P4 ag	Ba/F3 V617F tox	BaF3 tox	NPY-Y1 antag
Nc1nonc1N/N=C\c1ccccc1	3.0	4.6	6.2	-14.6	19.1	1.1	0.6	-5.2	/
CCOc1ccccc1CN(Cc1ccco1)S(=O)(=O)c1ccc(-n2cnnn2)c(OC)c1	-21.1	-11.2	3.4	16.4	/	0.5	7.0	8.2	38.0*

The listing continues:
SMILES	NPY-Y2 PAM-ag	NPY1 pot ag	S1P4 antag	p47phox inh	CHOP inhibitor	S1P4 ag	Ba/F3 V617F tox	BaF3 tox	NPY-Y1 antag
O=C(NCc1nc2ccccc2[nH]1)C1CCCCC1	3.1	0.5	-14.4	77.6*	6.2	2.2	-4.3	-2.1	-2.8
COc1ccc(CCNC(=O)/C(C#N)=C/c2cccc(OCc3ccccc3)c2)cc1OC	0.8	-4.8	-12.4	-21.6	11.0	-0.4	1.9	10.2	7.8
Cc1cccc(Nc2nnc(SC/C(O)=C(\C#N)c3nc4ccccc4[nH]3)s2)c1	2.0	4.5	-6.3	-67.8	5.8	1.0	-2.9	4.6	-4.1
Cc1ccc(NC(=O)CCC(=O)NNC(=O)c2ccccc2Cl)c(C)c1	-5.7	-0.9	-18.9	-17.7	15.2	2.3	1.4	4.2	0.3
